bIAP inhibitor – intestinal alkaline phosphatase (bovine) inhibition. purified bovine IAP, CDP-star luminescence, 30 min. inhibition, % at 20 µM. 190,000 tested, under 10 active;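 active = over 50% inhibition of intestinal alkaline phosphatase at 20 µM in the single-dose screen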
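System: purified bovine intestinal alkaline phosphatase (IAP) enzyme; Input: IAP diluted 1/65,000,000 in the well; Measured by: CDP-star luminescence signal; Compound dosing: 20 µM single dose; Incubation: 30 min reaction at room temperature.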
PMI activator – phosphomannose isomerase (human) activation; P34949; purified human PMI, coupled resazurin fluorescence, 20 min; stronger effect = higher value; 1 = vehicle control, 0 substrate-free wells; 190,000 compounds, 0.005% hits; activation factor at 20 µM; AID 1214;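 active = activation factor of 2 or more at 20 µM, relative to plate controls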
Target sequence (P34949 whole entry, looked up): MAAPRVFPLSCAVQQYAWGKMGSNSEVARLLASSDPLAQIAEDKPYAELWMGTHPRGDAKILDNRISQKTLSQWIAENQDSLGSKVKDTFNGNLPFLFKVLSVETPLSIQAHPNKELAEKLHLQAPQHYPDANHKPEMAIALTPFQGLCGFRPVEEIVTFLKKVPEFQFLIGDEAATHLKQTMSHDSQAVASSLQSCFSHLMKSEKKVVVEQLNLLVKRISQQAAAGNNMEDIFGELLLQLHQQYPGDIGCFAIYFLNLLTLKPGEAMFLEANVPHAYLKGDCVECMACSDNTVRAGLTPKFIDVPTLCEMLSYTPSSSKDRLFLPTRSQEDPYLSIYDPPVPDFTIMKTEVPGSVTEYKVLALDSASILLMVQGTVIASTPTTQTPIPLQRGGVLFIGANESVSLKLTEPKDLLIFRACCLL
bIAP act – intestinal alkaline phosphatase (bovine) activation | activation factor at 20 µM | purified bovine IAP, CDP-star luminescence, 30 min; stronger effect = higher value; fold of DMSO-control signal, blank-subtracted | 200,000 compounds, 0.17% hits | AID 1016;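 active = activation factor of 2 or more at 20 µM, a signal rise over negative controls twice the positive control's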
TNAP inh noacc – inhibitors of human TNAP without phosphate acceptor. P05186. purified TNAP, CDP-star luminescence, 30 min. inhibition, % at 20 µM. 200,000 compounds, 0.26% hits. AID 1012;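 active = tissue-nonspecific alkaline phosphatase inhibition above about 50% at 20 µM in the single-dose screen, limit read from the data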;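 note: 0% = DMSO negative control and 100% = EDTA positive control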
Target sequence (P05186 whole entry, looked up): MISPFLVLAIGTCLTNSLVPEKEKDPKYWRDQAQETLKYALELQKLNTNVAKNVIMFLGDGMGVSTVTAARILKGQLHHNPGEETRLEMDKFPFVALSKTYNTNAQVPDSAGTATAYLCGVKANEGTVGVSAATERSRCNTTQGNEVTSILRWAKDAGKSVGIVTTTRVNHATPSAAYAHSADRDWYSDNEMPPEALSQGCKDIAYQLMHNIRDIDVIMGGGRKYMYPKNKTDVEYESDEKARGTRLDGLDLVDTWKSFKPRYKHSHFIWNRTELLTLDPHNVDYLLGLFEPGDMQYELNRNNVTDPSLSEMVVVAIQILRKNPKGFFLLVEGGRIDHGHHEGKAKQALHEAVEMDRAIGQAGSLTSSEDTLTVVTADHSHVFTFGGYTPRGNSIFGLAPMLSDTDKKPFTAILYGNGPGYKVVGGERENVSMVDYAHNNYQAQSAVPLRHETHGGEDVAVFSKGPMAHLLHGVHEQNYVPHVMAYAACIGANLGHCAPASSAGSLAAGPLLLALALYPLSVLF
PMI act hi M6P – increases human PMI activity with near-saturating mannose 6-phosphate. P34949. coupled PMI enzyme assay, resazurin fluorescence, 20 min; stronger effect = higher value; 1 = untreated enzyme, 0 = substrate-free blank. activation factor at 20 µM. 190,000 compounds, 0.34% hits;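 active = activation factor of 2 or more at 20 µM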
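Material: human phosphomannose isomerase with PGI, G6PDH, diaphorase coupling enzymes; amount: PMI at 15 ng/mL final; also added: Mannose-6-phosphate 1.0 mM (near-saturating) plus 0.22 mM NADP+; incubation: enzyme reaction with compound 20 min at room temperature; signal: resorufin fluorescence (Ex 544/Em 590 nm) from resazurin via diaphorase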
Diaphorase inh – diaphorase inhibition or chemical oxidation counter-screen | diaphorase resazurin-to-resorufin fluorescence, NADH, 16 min; bacterial (C. kluyveri) enzyme, not human | inhibition, % at 20 µM | 190,000 compounds, 0.69% hits | AID 1217;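 active = primary screen inhibition at 20 µM above a set limit, cut at about 50% in these data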;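 note: plate controls were DMSO with full reaction for no effect and wells lacking NADH for full effect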
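Test system: bacterial diaphorase enzyme (C. kluyveri); Quantity: 0.14 U/mL diaphorase, enzyme working solution; Times: reaction incubation of 16 min at room temperature; Measured by: fluorescence of resorufin formed from resazurin, Ex 544/Em 590 nm; Benchmarks: positive control minus NADH, DMSO neutral control.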
L major viab – inhibitors of Leishmania major promastigote growth; inhibition, % at 10 µM; 200,000 compounds, 9% hits; AID 1063; Leishmania major promastigotes, resazurin fluorescence viability; in the data active = inhibition above about 50%;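 note: promastigotes grown with compound for 44 hours at 28 °C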
TNAP inh hiacc – blocks human TNAP under high phosphate acceptor concentration; P05186; purified TNAP, CDP-star luminescence, 1 M DEA; inhibition, % at 20 µM; 200,000 compounds, 0.03% hits; AID 1135;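 active = over 50% inhibition of tissue-nonspecific alkaline phosphatase at 20 µM in the single-dose screen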;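 note: plate controls were DMSO wells for no effect and EDTA-quenched wells as full inhibition for full effect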
TNAP act hi DEA – activators of human TNAP at high phosphate acceptor concentration; activation factor at 20 µM; AID 1136; purified TNAP, CDP-star luminescence, 1 M DEA, 30 min; stronger effect = higher value; 0 = EDTA background, 1 = DMSO-only activity; 200,000 tested, under 10 active; P05186;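 active = activation factor at least 2 at 20 µM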
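Test system – human TNAP · Doses – 20 µM single point · Incubation – 30 min, room temperature · Signal – luminescent substrate turnover signal · Read-out basis – activation factor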
Diaphorase act – diaphorase activation or chemical reduction counter-screen | activation factor at 20 µM | AID 1229 | 190,000 compounds, 0.005% hits | Diaphorase/resazurin coupled assay, resorufin fluorescence, 16 min; stronger effect = higher value; 1 = vehicle wells, 0 = NADH-free wells;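 active = diaphorase activity raised at least twofold by the compound at 20 µM; inactive = activation factor below 2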
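Assay system: bacterial diaphorase enzyme (C. kluyveri) / Input: enzyme 0.07 U/mL final / Medium: 50 mM HEPES pH 7.4 with 4.542 mM MgCl2, 0.005% Tween 20 / Doses: single compound dose of 20 µM, 1% DMSO final / Incubation: 16 min enzyme reaction, ambient temperature / Signal: fluorescence, excitation 544 nm and emission 590 nm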
Starred values were filed as active, the others as inactive; x = no result given.

#1 O=C(N/N=C1\CC2CC=CC12)c1ccc(Br)cc1 (centres undefined)
#2 CC(=O)c1c(C)[nH]c(C2=NNC(=NC(C)(C)C)SC2)c1C
#3 O=C(COc1ccc(Cl)cc1)NCCc1ccccn1
#4 CCC(=O)N(C1=C(NC)C(=O)c2ccccc2C1=O)C(C)C
#5 CCOC(=O)COn1c(=O)c(=O)n(O)c2ccccc21
Compound,1,2,3,4,5
bIAP inhibitor,2,0,3,21,9
PMI activator,1,1.5,0.9,0.9,0.9
bIAP act,1,1,1,0.8,0.9
TNAP inh noacc,-10,8,-4,9,-11
PMI act hi M6P,1,1.4,0.9,0.4,0.8
Diaphorase inh,2,-2,11,22,37
L major viab,-8,-10,-2,39,-8
TNAP inh hiacc,-2,2,0,12,-6
TNAP act hi DEA,1,1,1,0.9,1.1
Diaphorase act,1,1,0.9,0.8,0.6

#6 Cc1nc(NC(=O)/C=C/c2ccccc2)sc1C(=O)Nc1cccc(Cl)c1
#7 COc1ccc(/C=C/C(=O)Nc2ccc(OC)nc2)cc1
#8 CCCCCCC(=O)N/N=C1\CCCc2ccccc21
#9 CS(=O)(=O)c1ccc(C(=O)NCCN2C(=O)S/C(=C\c3cccnc3)C2=O)cc1[N+](=O)[O-]
#10 COc1ccc(C(=O)N2CCN(C3CCCCC3)CC2)c(OC)c1
Compound,6,7,8,9,10
bIAP inhibitor,8,0,-1,-38,0
PMI activator,1,1,0.9,1.3,1
bIAP act,0.9,1,1,1.4,1
TNAP inh noacc,-6,2,-6,8,-4
PMI act hi M6P,1.1,1.1,0.9,1.2,1.1
Diaphorase inh,6,5,24,-1,6
L major viab,-1,-3,0,74*,-9
TNAP inh hiacc,2,1,-10,-2,-4
TNAP act hi DEA,1,1,1.1,1,1
Diaphorase act,0.9,0.9,0.8,1,0.9

2 entries from above, as labelled records.
#7 COc1ccc(/C=C/C(=O)Nc2ccc(OC)nc2)cc1
  bIAP inhibitor = 0	PMI activator = 1	bIAP act = 1	TNAP inh noacc = 2	PMI act hi M6P = 1.1	Diaphorase inh = 5	L major viab = -3	TNAP inh hiacc = 1	TNAP act hi DEA = 1	Diaphorase act = 0.9
#8 CCCCCCC(=O)N/N=C1\CCCc2ccccc21
  bIAP inhibitor = -1	PMI activator = 0.9	bIAP act = 1	TNAP inh noacc = -6	PMI act hi M6P = 0.9	Diaphorase inh = 24	L major viab = 0	TNAP inh hiacc = -10	TNAP act hi DEA = 1.1	Diaphorase act = 0.8

The list goes on:
#11 COc1ccc(CN(CC2CCCO2)S(=O)(=O)c2ccc(-n3cnnn3)c(OC)c2)cc1 (centres undefined)
#12 COc1cccc(C(=O)Nc2ccccc2N2CCOCC2)c1
#13 COc1ccccc1NC(=O)N1CCC(C(=O)c2ccc(F)cc2)CC1
#14 Cc1cccc(NC(=O)COC(=O)Cc2cccc(C(F)(F)F)c2)c1C
#15 CCS(=O)(=O)Nc1ccc(-c2nnc(SCC(=O)c3cccc(OC)c3)o2)cc1
Compound,11,12,13,14,15
bIAP inhibitor,2,4,-3,16,3
PMI activator,0.9,1,0.9,0.9,1.1
bIAP act,1,1,1,0.8,1
TNAP inh noacc,-11,0,-8,-10,-4
PMI act hi M6P,0.9,1,1,1,1.1
Diaphorase inh,30,1,-2,8,8
L major viab,17,-4,-3,-5,-2
TNAP inh hiacc,-7,-5,-6,-1,-3
TNAP act hi DEA,1.1,1,1.1,1,1
Diaphorase act,0.7,1,1,0.9,0.9

#16 Cc1ccc(OCCCn2c(=O)sc3ccccc32)cc1
#17 COc1cccc(N(CC(=O)NCCSc2ccc(Cl)cc2)S(C)(=O)=O)c1
#18 CCN(CC)CCCN1C(=O)CSC1c1ccc2c(c1)OCO2 (centres undefined)
#19 CCN(CC)CC#CCC1(O)c2ccccc2-c2ccccc21
#20 CC(=O)Nc1ccc(NC(=S)NC(=O)c2ccc([N+](=O)[O-])cc2)cc1
Compound,16,17,18,19,20
bIAP inhibitor,23,14,-2,5,0
PMI activator,0.9,0.9,1,1.1,1.1
bIAP act,0.8,0.9,1,0.9,1
TNAP inh noacc,-8,-2,-5,-5,4
PMI act hi M6P,0.9,0.9,1,1.1,1
Diaphorase inh,23,23,-1,4,19
L major viab,-3,3,12,2,63*
TNAP inh hiacc,-2,-5,-4,2,-5
TNAP act hi DEA,1,1,1,1,1.1
Diaphorase act,0.8,0.8,1,1,0.8

From compound 4 as far as 15, as listed above:
#4 CCC(=O)N(C1=C(NC)C(=O)c2ccccc2C1=O)C(C)C
#5 CCOC(=O)COn1c(=O)c(=O)n(O)c2ccccc21
#6 Cc1nc(NC(=O)/C=C/c2ccccc2)sc1C(=O)Nc1cccc(Cl)c1
#7 COc1ccc(/C=C/C(=O)Nc2ccc(OC)nc2)cc1
#8 CCCCCCC(=O)N/N=C1\CCCc2ccccc21
#9 CS(=O)(=O)c1ccc(C(=O)NCCN2C(=O)S/C(=C\c3cccnc3)C2=O)cc1[N+](=O)[O-]
#10 COc1ccc(C(=O)N2CCN(C3CCCCC3)CC2)c(OC)c1
Compound,4,5,6,7,8,9,10
bIAP inhibitor,21,9,8,0,-1,-38,0
PMI activator,0.9,0.9,1,1,0.9,1.3,1
bIAP act,0.8,0.9,0.9,1,1,1.4,1
TNAP inh noacc,9,-11,-6,2,-6,8,-4
PMI act hi M6P,0.4,0.8,1.1,1.1,0.9,1.2,1.1
Diaphorase inh,22,37,6,5,24,-1,6
L major viab,39,-8,-1,-3,0,74*,-9
TNAP inh hiacc,12,-6,2,1,-10,-2,-4
TNAP act hi DEA,0.9,1.1,1,1,1.1,1,1
Diaphorase act,0.8,0.6,0.9,0.9,0.8,1,0.9

#11 COc1ccc(CN(CC2CCCO2)S(=O)(=O)c2ccc(-n3cnnn3)c(OC)c2)cc1 (centres undefined)
#12 COc1cccc(C(=O)Nc2ccccc2N2CCOCC2)c1
#13 COc1ccccc1NC(=O)N1CCC(C(=O)c2ccc(F)cc2)CC1
#14 Cc1cccc(NC(=O)COC(=O)Cc2cccc(C(F)(F)F)c2)c1C
#15 CCS(=O)(=O)Nc1ccc(-c2nnc(SCC(=O)c3cccc(OC)c3)o2)cc1
Compound,11,12,13,14,15
bIAP inhibitor,2,4,-3,16,3
PMI activator,0.9,1,0.9,0.9,1.1
bIAP act,1,1,1,0.8,1
TNAP inh noacc,-11,0,-8,-10,-4
PMI act hi M6P,0.9,1,1,1,1.1
Diaphorase inh,30,1,-2,8,8
L major viab,17,-4,-3,-5,-2
TNAP inh hiacc,-7,-5,-6,-1,-3
TNAP act hi DEA,1.1,1,1.1,1,1
Diaphorase act,0.7,1,1,0.9,0.9

Following part:
#21 COc1ccc(NC(=O)CCN2CC(C)OC(C)C2)c(OC)c1 (centres undefined)
#22 Cc1ccc(-c2csc(/C(C#N)=C(\O)CCl)n2)cc1
#23 O=C(Nc1ccc(S(=O)(=O)NC2CCCCC2)cc1)c1ccc(Br)o1
#24 Cc1ccc(-c2csc(N)n2)s1
#25 CCCCC(=O)Nc1ccc(NC(=O)C2CC2)cn1
Compound,21,22,23,24,25
bIAP inhibitor,35,0,19,3,6
PMI activator,1.2,1.5,0.8,0.9,1
bIAP act,0.6,1,0.8,1,0.9
TNAP inh noacc,-14,-15,-10,-1,-4
PMI act hi M6P,0.8,1.7,0.8,0.7,1
Diaphorase inh,19,15,22,20,9
L major viab,-5,-3,6,-1,-7
TNAP inh hiacc,-5,-6,-2,1,1
TNAP act hi DEA,1.1,1.1,1,1,1
Diaphorase act,0.8,0.9,0.8,0.8,0.9

#26 CC(=O)c1cc(-c2ccc(F)cc2)n(CCC(=O)NC(C)(C)C)c1C
#27 CCNC(=S)NNC(=O)C1CCCCC1
#28 COC(=O)C1=C(C)NC(=S)NC1c1ccco1 (centres undefined)
#29 COC(=O)COc1ccc(S(=O)(=O)Nc2cc([N+](=O)[O-])ccc2C)cc1
#30 Cn1c(=O)c2c(nc(CN3CCN(Cc4ccccc4)CC3)n2Cc2ccc(F)cc2)n(C)c1=O
Compound,26,27,28,29,30
bIAP inhibitor,-10,-23,-14,-11,2
PMI activator,1,1,1.1,1.1,0.9
bIAP act,1.1,1.2,1.1,1.1,1
TNAP inh noacc,-13,-18,4,-14,-6
PMI act hi M6P,1,1,1,1,1
Diaphorase inh,6,5,3,10,14
L major viab,-1,-6,-2,-1,12
TNAP inh hiacc,0,10,-2,-3,2
TNAP act hi DEA,1,0.9,1,1,1
Diaphorase act,0.9,0.9,1,0.9,0.9

#31 Cc1cccc(NC(=O)CSc2nc(N)c(NC(=O)c3cccs3)c(=O)[nH]2)c1C
#32 CCCCCCc1cc2cc(-c3nnc(-c4ccccc4OC)o3)c(=O)oc2cc1O
#33 CCCCNC(=O)CN(c1cccc(Br)c1)S(C)(=O)=O
#34 COc1ccc2c(c1)O[C@@H](c1cccc(C(F)(F)F)c1)[C@H](OC(=O)Nc1ccc(OC(F)F)cc1)C2=O
#35 Cc1cccc(-c2ncc(CN3CCN(CC(C)C)C(CCO)C3)cn2)c1 (centres undefined)
Compound,31,32,33,34,35
bIAP inhibitor,7,x,21,9,5
PMI activator,1,0.9,1,1.1,1
bIAP act,0.9,0.5,0.8,0.9,0.9
TNAP inh noacc,-12,8,-9,-3,0
PMI act hi M6P,1,1,1,1,1.1
Diaphorase inh,20,13,8,15,7
L major viab,-8,45,-7,46,7
TNAP inh hiacc,-3,10,-2,-6,-5
TNAP act hi DEA,1,0.9,1,1.1,1.1
Diaphorase act,0.8,0.9,0.9,0.9,0.9

#36 Cc1cccc(-n2c(Cc3cc(=O)[nH]c(=O)[nH]3)nnc2SCC(=O)NCC2CCCO2)c1 (centres undefined)
#37 Cc1cc(C(=O)NCc2ccco2)on1
#38 Cc1nc2ccccc2cc1OCc1ccc(Cl)cc1
#39 COc1ccc(S(=O)(=O)N(C)CC(=O)Nc2ccc3c(c2)OCCO3)cc1OC
Compound,36,37,38,39
bIAP inhibitor,6,-1,10,-1
PMI activator,1,0.9,0.8,1
bIAP act,0.9,1,0.9,1
TNAP inh noacc,-11,-13,4,-7
PMI act hi M6P,1,0.9,0.8,1
Diaphorase inh,15,33,19,4
L major viab,-7,-5,-3,5
TNAP inh hiacc,1,-8,-1,2
TNAP act hi DEA,1,1.1,1,1
Diaphorase act,0.9,0.7,0.8,1
